ATXN viability: Viability Counterscreen for Primary qHTS for Inhibitors of ATXN expression | S2 cells (HEK-293 line with an ATXN2-luciferase reporter) viability, CellTiter-Fluor protease fluorescence, 24 h | 400,000 compounds, 0.49% hits | AID 651635, 2014 | Potency, µM (doses to about 56.7 µM), actives largely listed as cytotoxic; note: nearly all actives have a fitted effect of over 40% in size
EPAC2 antag: qHTS for Antagonist of cAMP-regulated guanine nucleotide exchange factor 2 (EPAC2): primary screen. Rap guanine nucleotide exchange factor 4 (Homo sapiens), Q8WZA2. EPAC2 GEF exchange of Rap1B-BODIPY-GDP, fluorescence. Potency, µM (titrated, usually from 114 µM), inactives show at the top dose activity, negative = inhibition, actives largely listed as inhibitors. 360,000 compounds, 0.18% hits. AID 720708, 2013; note: % is set by controls: 0 for no effect and ±100 for the full control effect; nearly all actives have a fitted effect of over 45% in size; many of its hits are not listed in these tables
Target sequence (Q8WZA2 whole entry, looked up): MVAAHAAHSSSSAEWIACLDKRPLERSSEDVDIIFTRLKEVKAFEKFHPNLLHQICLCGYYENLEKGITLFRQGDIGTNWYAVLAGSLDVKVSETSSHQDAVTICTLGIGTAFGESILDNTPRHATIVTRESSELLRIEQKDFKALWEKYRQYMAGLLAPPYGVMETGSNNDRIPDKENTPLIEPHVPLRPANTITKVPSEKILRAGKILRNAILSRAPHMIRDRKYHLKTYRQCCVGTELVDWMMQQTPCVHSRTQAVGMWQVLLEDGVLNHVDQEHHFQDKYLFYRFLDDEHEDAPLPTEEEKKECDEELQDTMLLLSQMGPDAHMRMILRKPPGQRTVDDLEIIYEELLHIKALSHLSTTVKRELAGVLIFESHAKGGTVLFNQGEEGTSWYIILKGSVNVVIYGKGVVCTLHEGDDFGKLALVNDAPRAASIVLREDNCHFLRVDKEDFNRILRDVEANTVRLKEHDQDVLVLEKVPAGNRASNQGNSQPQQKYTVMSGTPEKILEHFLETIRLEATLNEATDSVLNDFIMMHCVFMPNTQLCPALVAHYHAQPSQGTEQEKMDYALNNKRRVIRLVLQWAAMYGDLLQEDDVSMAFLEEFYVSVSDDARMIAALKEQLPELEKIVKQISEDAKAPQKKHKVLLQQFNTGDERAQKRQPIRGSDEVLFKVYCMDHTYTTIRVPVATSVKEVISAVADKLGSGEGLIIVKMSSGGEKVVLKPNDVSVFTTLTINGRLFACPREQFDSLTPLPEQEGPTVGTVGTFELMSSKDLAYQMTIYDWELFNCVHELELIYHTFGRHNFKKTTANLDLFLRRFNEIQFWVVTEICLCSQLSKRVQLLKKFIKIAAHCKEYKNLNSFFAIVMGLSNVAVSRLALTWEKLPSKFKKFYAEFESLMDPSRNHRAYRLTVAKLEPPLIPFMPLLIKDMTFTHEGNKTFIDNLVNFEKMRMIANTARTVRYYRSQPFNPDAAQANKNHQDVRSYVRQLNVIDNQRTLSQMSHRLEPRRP
Nrf2 block: Nrf2 qHTS screen for inhibitors; A549 ARE-Fluc reporter, luciferase luminescence, 18-24 h; Potency, µM (series often up to 46 µM), without a hit: at the top dose activity change, negative = inhibition, usual class: inhibitors; 360,000 compounds, 2.1% hits; note: % is set by controls: 0 for no effect and ±100 for the full control effect; nearly all actives have a fitted effect of over 60% in size
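Concentration-response testing used A549 ARE_Fluc cells at 5000 cells/well. Following an 18-24 h compound incubation, viability was read by fluorescence (Ex 405/Em 525) and luciferase output by luminescence.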
A549 tox: Nrf2 qHTS screen for inhibitors: counterscreen for cytotoxicity; A549 ARE-Fluc cells, CellTiter-Fluor viability, 18-24 h; Potency, µM (highest dose often 46 µM), for inactives: top-dose activity change, negative = cytotoxicity, most hits filed as inhibitors; 390,000 compounds, 0.16% hits; AID 504648, 2011; note: % is set by controls: 0 for no effect and ±100 for the full control effect
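A549 ARE-Fluc cells in 5% FBS OPTI-MEM, 5000 cells/well, rested 2 h then exposed to compounds in concentration-response for 18-24 h at 37 °C. Viability by CellTiter-Fluor fluorescence (Ex 405/Em 525) after 30 min; luciferase luminescence (BugLite, 15 min, RT) read afterwards.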
ATXN2 expr inh: Primary qHTS for Inhibitors of ATXN expression. HEK-293 ATXN2-luciferase reporter, luminescence, 24 h. Potency, µM (titrated, usually from 57 µM), without a hit: top-dose activity change, negative = inhibition, most hits filed as inhibitors. AID 1745845, 2022. 360,000 compounds, 0.72% hits; note: % is set by controls: 0 for no effect and ±100 for the full control effect; nearly all actives have a fitted effect of over 55% in size
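qHTS (up to 57 uM final) was run with 24 h compound exposure of reporter cells at 37 °C. Each well was multiplexed: SteadyGlo luminescence measured ATXN2-luciferase expression after a fluorogenic Gly-Phe-AFC viability readout (25 uM final).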
Nrf2 ARE act: qHTS of Nrf2 Activators | 410,000 compounds, 0.31% hits | AREc32 ARE-luciferase reporter (MCF7-derived line), luminescence, 24 h | Potency, µM (doses to about 46.1 µM), inactives show top-dose activation, usual class: activators; note: % of control where 0% means no effect; nearly all actives have a fitted effect of over 65% in size
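Steps: seed AREc32_Fluc cells (1000/well, 5% FBS OPTI-MEM); incubate overnight at 37 deg C; add 23 nL compound; incubate 24 hr; add Steady-Glo; hold 30 min RT; read luminescence.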
TGFb SMAD3 inh: qHTS for Inhibitors of TGF-b | HepG2 CAGA-GFP TGF-b/SMAD3 reporter, GFP fluorescence, 18 h; TGF-beta stimulated, 500 pg/mL final | Potency, µM (titrated, usually from 46.1 µM), for inactives: top-dose activity, negative = inhibition, actives largely listed as inhibitors | 410,000 compounds, 1.2% hits; note: % is set by controls: 0 for no effect and ±100 for the full control effect; nearly all actives have a fitted effect of over 65% in size
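Using HEPG2 CAGA-GFP reporter cells at 1000 cells/well, we pinned test compounds, stimulated with recombinant TGF-beta (500 pg/mL final) and measured total well GFP after 18 h.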
HepG2 tox: qHTS for Inhibitors of TGF-b: Cytotox Counterscreen; 410,000 compounds, 0.76% hits; HepG2 CAGA-GFP viability, ATP luminescence, 18 h; Potency, µM (highest dose often 46.1 µM), for inactives: top-dose activity change, negative = cytotoxicity, usual class: cytotoxic; AID 588856, 2011; note: some results filed as inactive show a strong effect at the top dose
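CellTiter-Glo luminescence gave cytotoxicity after 18 hours at 37 degrees C. The cells were HepG2 CAGA-GFP in 1% FBS DMEM, stimulated with 500 pg/mL TGF-beta after compound addition. %Activity was normalised to no-cell wells (complete cell-killing) and DMSO (no toxicity), and curves were fitted and classified.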
MCF10A rerep: A quantitative high throughput screen for small molecules that induce DNA re-replication in MCF 10a normal breast cells. MCF 10A DNA re-replication, Hoechst nuclear intensity, 48 h. Potency, µM (top dose mostly 46.1 µM), inactives show at the top dose activity, positive = re-replication, most hits filed as activators. 350,000 compounds, 2.9% hits. AID 624296, 2012; note: % of control where 0% means no effect; nearly all actives have a fitted effect of over 50% in size
Starred values were filed as active, the others as inactive; i = inactive; ? = inconclusive; . = no result given; [ ] = remark or other dose. Calls come from the whole dose curve; as a rule, active = well fitted curve in the direction sought with a large enough effect; inconclusive = small, poorly fitted or top-dose-only effect, or another doubt; inactive = no such curve, though single readings can be large; an effect the other way counts as inactive or inconclusive. Potency is the fitted concentration of half-maximal effect.

Every second line gives: ATXN viability, TGFb SMAD3 inh, MCF10A rerep, HepG2 tox, Nrf2 block, Nrf2 ARE act, ATXN2 expr inh, A549 tox, EPAC2 antag
> O=C(CCCCCn1c(=O)[nH]c2ccsc2c1=O)NCc1cccs1
→ i, -5.2%, 4.0%, -8.7%, -0.5%, -0.4%, -0.3%, -10.7%, 7.3%
> CC(=O)c1ccc(Oc2ncnc3c2oc2ccccc23)cc1
→ i, -1.4%, ., -20.1%, ., 3.4%, 50.8%[activator], 4.7%, .
> Cc1ccc(C(=O)COC(=O)c2ccc(Cl)c(N)c2)s1
→ i, 7.3%, -6.9%, 0.4%, 12.6%, -0.5%, 10.4%, -3.2%, -1.9%
> Cc1ccc(C)c(NC(=O)CSc2nc(=O)n(CCN3CCOCC3)c3c2CCC3)c1
→ ., 1.4%, ., 4.3%, ., -0.2%, ., 4.7%, .
> CCOC(=O)CNC(=O)N(C)[C@H]1C[C@H]2c3[nH]c4ccccc4c3CCN2C(=O)[C@H]1[C@H](C)O
→ i, ?, ., -1.9%, ., -0.1%, 2.1%, ., 7.6%
> COc1ccc(NC(=O)C23CC4CC(C2)CC(c2ccccc2)(C4)C3)c(OC)c1
→ i, -1.2%, ?, -20.0%, 7.4%, -0.6%, 3.1%, 10.4%, 2.1%
> O=C(COc1ccccc1)NCC(c1cccs1)N1CCOCC1 (configuration not stated)
→ i, -18.6%, ?, -23.8%, 0.7%, -0.1%, -2.0%, 2.4%, -0.4%
> COc1cc(OC)c(CN2CCc3c([nH]c4ccccc34)C2)cc1Br
→ i, ?, 8.1%, -62.3%, 0.6%, 6.5%, ?, -9.9%, 4.0%
> CCOC(=O)C1CCCN(C(=O)c2ccc(CNS(=O)(=O)c3ccc(C)cc3)cc2)C1 (configuration not stated)
→ i, 0.5%, 3.9%, -12.8%, -1.0%, 0.5%, -14.0%, 0.2%, 0.5%
> CCN(CC)C(=O)Nc1ccccc1C
→ i, 3.2%, 1.8%, 0.9%, 2.4%, -0.4%, 4.1%, 0.2%, 8.1%
> Cc1cc2oc(=O)cc(-c3cc4ccccc4o3)c2cc1O
→ i, 0.1%, -1.9%, -19.9%, 20.3%, 0.6%, ., -3.7%, -2.5%
> Cc1c(C(=O)NCc2cccs2)oc2ccccc12
→ i, -3.2%, 20.5%, 4.0%, 14.2%, 5.1%, 45.4%[activator], -9.9%, 0.2%
> COc1ccc(CN2C(=O)NC(C)(c3ccc(C)cc3)C2=O)cc1F (configuration not stated)
→ i, -20.2%, 5.0%, -7.8%, ?, 1.9%, -15.2%, 1.5%, -0.8%
> O=C(c1ccccc1Cl)N1CCn2c1nc1ccccc12
→ i, -11.7%, -4.3%, -7.5%, 6.3%, -0.3%, 20.6%, 4.2%, -2.0%
> COc1ccc(C2C3=C(CCCC3=O)Nc3n[nH]c(C)c32)cc1OC (configuration not stated)
→ i, 39.0%[activator], -8.4%, 69.2%, 6.7%, 0.3%, 0.0%, -8.6%, 15.3%
> COc1cccc(N2CC(=O)N(c3cccc(OC)c3)CC2=O)c1
→ i, 13.6%, -9.3%, 9.7%, 9.6%, -0.4%, 2.0%, 2.9%, -0.1%
> CCOc1ccccc1COC(=O)c1cccc(-n2cnnn2)c1
→ i, -4.5%, 2.4%, 15.3%, 11.3%, -0.5%, -8.9%, -1.8%, -1.5%
> CCCn1c(-c2cccs2)nc2ccccc21
→ i, 2.2%, 7.2%, -26.3%, -7.7%, 4.0%, 5.9%, 5.9%, -12.1%
> Cc1oc2ncn(C)c(=O)c2c1C(=O)Nc1ccccn1
→ i, 6.7%, ., -5.1%, 8.8%, ?, 4.9%, 1.8%, .
> CCOc1ccc2nc(SCC(=O)Nc3ccc4c(c3)OCCO4)[nH]c2c1
→ i, -18.3%, 25.1%, -16.7%, 4.1%, 3.8%, 7.8%, -2.3%, -4.0%

Continued.
Every second line gives: ATXN viability, TGFb SMAD3 inh, MCF10A rerep, HepG2 tox, Nrf2 block, Nrf2 ARE act, ATXN2 expr inh, A549 tox, EPAC2 antag
> COc1cc(OC)c(N(C)S(=O)(=O)c2cccc(C(=O)NCc3cccs3)c2)cc1Cl
→ ?, -14.5%, ., -22.8%, ., -2.0%, ., ., -10.0%
> O=C(NCc1ccc(Cl)cc1)c1ccc2c(c1)N(Cc1ccccc1F)C(=O)c1ccccc1S2=O (configuration not stated)
→ i, -18.6%, ., 0.5%, -21.7%, 0.4%, -0.7%, -16.8%, .
> COc1cc([N+](=O)[O-])cc(/C=N/NC(=O)c2cc(-c3ccccc3)nc3ccccc23)c1O
→ ?, ?, 6.4%, -59.1%, ?, 0.1%, ?, -7.7%, 2.6%
> CCn1cc(/C=C(\NC(=O)c2ccccc2OC)C(=O)NCCCN2CCOCC2)c2ccccc21
→ i, ?, 2.8%, -30.8%, -2.7%, 4.7%, -4.2%, -3.4%, 5.3%
> COC(=O)c1ccccc1NC(=O)CSc1nc2cccnc2n1C
→ i, -0.2%, -2.7%, -19.2%, -10.0%, -0.6%, ., 10.2%, -4.1%
> O=C(Cn1cc2c(n1)CCCC2)Nc1ccccc1Cl
→ i, 2.2%, -1.7%, -4.8%, -4.3%, 0.7%, 2.6%, 5.8%, -14.0%
> C=CCn1c(Cc2cccs2)nnc1SCC(=O)Nc1ccc(C(=O)OCC)cc1
→ i, -12.5%, 16.4%, -2.5%, -34.3%, 3.7%, -1.9%, ., -2.5%
> COc1cccc(C2C(C#N)=C(N)Oc3cc(C)[nH]c(=O)c32)c1OC (configuration not stated)
→ i, 8.5%, 0.7%, 0.3%, 10.6%, -0.1%, -5.6%, 2.6%, 15.7%
> O=C(NC1CCCCC1)c1ccc2ccccc2c1O
→ i, -1.1%, ., -27.2%, ., 0.4%, ., ., 4.2%
> CN(C(=O)CSc1nc2ccccc2n1CC(=O)N(C)C1CCCCC1)c1ccccc1
→ ?, -13.4%, ., -5.2%, ., 0.3%, -6.1%, -11.1%, .
> COc1ccc(CNC(=O)C(=O)NCCC2CCCCN2S(=O)(=O)c2cccs2)cc1 (configuration not stated)
→ i, -15.9%, 8.3%, -14.1%, -27.0%, 0.3%, -2.5%, 6.7%, -0.9%
> CCSc1nnc(NC(=O)c2cc(C)oc2C)s1
→ i, 6.4%, ?, -18.2%, ., 2.6%, 29.8%, ?, -9.6%
> CC(C(=O)NC1CCS(=O)(=O)C1)N1C(=O)/C(=C/c2ccc(Cl)cc2)SC1=S (configuration not stated)
→ ?, -7.8%, 5.4%, -30.5%, -3.4%, 18.1%, ., -6.9%, -6.2%
> Cc1nn(Cc2c(F)cccc2Cl)c(C)c1NC(=O)C1CC1
→ i, 6.9%, 0.5%, -0.4%, 0.5%, -0.2%, -13.7%, -1.3%, 1.2%
> Cc1ccc2[nH]c(=O)c3cc(C(=O)N(C)c4ccc(C)c(C)c4)sc3c2c1
→ i, 1.1%, 4.11µM*, -25.7%, -27.1%, -1.4%, ., -8.3%, -15.9%
> Cc1cc(NC(=O)C2CCCCC2)n(-c2nc3ccccc3[nH]2)n1
→ ?, ?, ?, -42.8%, ., 9.6%, -34.2%, ?, -1.2%
> C/C(=N\Nc1ccc(F)cc1F)c1ccc(N2CCOCC2)cc1
→ ?, 18.9%, -22.6%, -23.1%, 3.1%, 8.8%, -6.0%, -0.8%, 4.0%
> CC(C)(C)SCCSC1=CC(=O)CC(c2ccccc2)C1 (configuration not stated)
→ i, 5.6%, ?, -24.0%, 8.5%, 2.5%, 40.7%[activator], 15.4%, -16.1%
> O=C1CCN(CCCc2ccccc2)CCN1[C@H](CO)c1ccccc1
→ i, -31.1%, -21.7%, -4.5%, 19.4%, -0.7%, -3.1%, 8.0%, 10.0%
> CCOc1ccc(Nc2ccc(N3C(=O)CCC3=O)cc2[N+](=O)[O-])cc1
→ i, -3.3%, 7.7%, -11.3%, -12.1%, 4.7%, 5.5%, -12.2%, -2.4%

Continuation:
Every second line gives: ATXN viability, TGFb SMAD3 inh, MCF10A rerep, HepG2 tox, Nrf2 block, Nrf2 ARE act, ATXN2 expr inh, A549 tox, EPAC2 antag
> CC1(C(=O)NS(=O)(=O)c2ccccc2C(F)(F)F)CCN1C(=O)CC1CCCCC1 (configuration not stated)
→ i, 3.4%, ., 9.8%, ., -0.4%, 12.2%, ., 9.9%
> O=c1c(-c2ccc(Cl)cc2)[n+]([O-])c2ccccc2n1O
→ i, 18.5%, -3.2%, 2.1%, -4.4%, 8.9%, 8.4%, -10.5%, 7.7%
> CN(C(=O)Cc1c(C(=O)O)n(C)c2ccccc12)c1ccc(Cl)cc1
→ i, 1.8%, -6.8%, 1.2%, 2.5%, 2.7%, -24.1%, -6.0%, -0.2%
> Cc1cccc(-n2cccc2)c1C#N
→ i, -18.0%, -5.1%, 5.7%, ., -0.5%, 3.5%, -2.7%, 8.5%
> CCc1nccn1CCC(=O)N1CCCC(Nc2ccc(F)cc2)C1 (configuration not stated)
→ i, -3.9%, ?, 9.5%, 2.2%, -0.2%, 1.6%, 4.2%, -6.2%
> CC(C)(C)Cc1nnc(NC(=O)CN2C(=O)c3ccccc3C2=O)s1
→ i, 9.9%, -17.0%, 1.4%, 0.7%, -0.8%, -9.7%, -1.4%, 0.6%
> CC1CN(C(=O)COC(=O)c2cc(Cl)ccc2[N+](=O)[O-])CC(C)O1 (configuration not stated)
→ i, -1.3%, 7.7%, 11.1%, -4.7%, 3.1%, 0.9%, 1.1%, 16.5%
> Cc1ccccc1NC(=S)N(C)Cc1cccs1
→ i, -4.3%, 0.0%, 5.4%, ., 0.1%, ?, -8.6%, -2.5%
> O=c1[nH]cnc2c1c(-c1ccccc1)cn2-c1ccc(Br)cc1
→ i, -12.1%, 12.6%, -1.5%, ?, 5.7%, -38.5%, 2.9%, -5.8%

Three entries from above, arranged by the number in EPAC2 antag, low to high:
Structure | EPAC2 antag
O=c1[nH]cnc2c1c(-c1ccccc1)cn2-c1ccc(Br)cc1 | -5.8%
Cc1cccc(-n2cccc2)c1C#N | 8.5%
CC1CN(C(=O)COC(=O)c2cc(Cl)ccc2[N+](=O)[O-])CC(C)O1 (configuration not stated) | 16.5%

Only part of the results is shown; rates above refer to the full screens.
